Source: PubChem (several laboratories)
SUMO HTRF inh – inhibitors of human SUMOylation (UBC9) | P63279 | HTRF SUMOylation assay, SAE1/SAE2 + UBC9, in vitro | inhibition, % at 35 µM | hit rate 0.36% among 290,000 | AID 2006; in the data active = inhibition above about 50%, passing the limit was not always enough; also: strong numbers were not always called active
VIM-2 inhibitor – inhibitors of Pseudomonas aeruginosa VIM-2 metallo-beta-lactamase | purified VIM-2, nitrocefin hydrolysis, epi-absorbance fluorescence | inhibition, % at 5.6 µM | hit rate 0.89% among 290,000 | AID 1527;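 active = inhibition above the mean of all tested compounds plus 3 SD, cutoff set per screening run, cut at about 7.5% in these data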;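 also: red hydrolysis product quenches plate fluorescence so inhibitors raise well fluorescence; 0% = enzyme with DMSO and 100% = DMSO without enzyme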
p-CIP stab down – p/CIP protein destabilization; F442A p/CIP-EGFP cells, EGFP fluorescence, 16 h; hit rate 0.01% among 290,000; decrease of EGFP signal, % at 10 µM;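 active = EGFP signal decrease of at least 30% at 10 µM or well 3 SD below plate mean, unless failing retest; inactive = the rest, including hits failing retest or dose response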; also: some compounds called inactive have numbers as strong as hits; many of its hits are not listed in these tables
NS3 helicase inh – blocks Hepatitis C virus NS3 helicase unwinding; NS3 helicase DNA unwinding, Cy5 molecular beacon fluorescence; inhibition, % at 10.9 µM; hit rate 0.56% among 290,000;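 active = inhibition above the mean of all tested compounds plus 3 SD, set per campaign, cut at about 35% in these data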;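 also: 0% = DMSO wells and 100% = thioflavine S control wells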
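Compound dosing – single dose, 10.9 µM nominal final, DMSO 0.8% final · System – NS3 helicase fragment of HCV · Buffer or medium – MOPS pH 6.5, MgCl2, DTT, Tween20, BSA · Signal – Cy5 beacon fluorescence read at start and 1 h · Also added – annealed dual-labelled DNA beacon duplex, ATP-started · Schedule – 1 h at 25 °C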
IMP-1 inh – inhibitors of Pseudomonas aeruginosa IMP-1 metallo-beta-lactamase; AID 1556; inhibition, % at 5.6 µM; hit rate 0.45% among 290,000; purified IMP-1, nitrocefin hydrolysis, epi-absorbance fluorescence;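 active = inhibition above the mean plus 3 SD of all compounds in the same screening run, cut at about 4.5% in these data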;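 also: 0% = IMP-1 with DMSO and 100% = DMSO wells lacking enzyme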
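System: Purified recombinant IMP-1 metallo-beta-lactamase enzyme | Measured by: Fluorescence quenching readout, ex 480/em 530 nm | Replication: Singlicate | Incubation: 15 min preincubation plus 25 min reaction at 25 °C | Evaluation: Percent inhibition from optical density relative to buffer-blank wells | Benchmarks: DMSO with and without IMP-1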
CRFBP-R2 block – CRF-BP/CRF-R2 complex antagonism; HEK293 CRF-R2/CRF-BP, CRF-induced calcium fluorescence; inhibition, % at 11.8 µM; hit rate 0.59% among 350,000;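 active = inhibition of the ligand-induced calcium signal above about 50% at the single tested concentration, limit read from the data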
IDE act – boosts human insulin-degrading enzyme activity in HEK cells; P14735; hit rate 0.073% among 340,000; FAbeta-B cleavage, fluorescence polarization; 0% vehicle, 100% cell-free pure enzyme wells; activation, % at 5.96 µM;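 active = activation above the mean of all tested compounds plus 3 SD, set per screening campaign, cut at about 17% in these data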
IDE inh – cellular human IDE inhibition; P14735; HEK cells, FAbetaB cleavage, fluorescence polarization; inhibition, % at 5.59 µM; hit rate 0.41% among 320,000;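 active = percent inhibition above the average of all tested compounds plus 3 SD, set per screening campaign, cut at about 16% in these data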;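 also: IDE supplied by intact live HEK cells; FP after avidin binding of uncleaved biotin substrate so inhibition keeps polarization high; 0% = DMSO wells and 100% = 60 µM reference IDE inhibitor Ii1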
GalR3 antagonist – blocks the human galanin receptor 3 | O60755 | hit rate 0.44% among 360,000 | inhibition, % at 3 µM | HEK293 GalR3-CNG cAMP membrane potential fluorescence; galR3 body fused to GalR1 C-terminus;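 active = inhibition above the screen-wide average plus 3 SD, cut at about 13% in these data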;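 also: forskolin and galanin both at EC90 stimulate the cells; cAMP rise reported by CNG channel membrane potential dye signal; 0% = forskolin plus galanin with DMSO and 100% = forskolin alone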
Starred values were filed as active, the others as inactive; / = not tested or not shown. Random draw from the library (roughly 3.2% active in at least one column).

SMILES	SUMO HTRF inh	VIM-2 inhibitor	p-CIP stab down	NS3 helicase inh	IMP-1 inh	CRFBP-R2 block	IDE act	IDE inh	GalR3 antagonist
Cc1cccc(-[n+]2c(C)cc(C)c3c(=O)[nH]c(=O)[nH]c32)c1	32	-0.8	-14	8	-1.3	-10	4	-1	-1
CCc1ccc(CNC(=O)C2CCN(S(=O)(=O)N3CCC(C)CC3)CC2)cc1	-7	-1.7	-7	-2	-3.3	0	6	5	-1
O=C1CN(C(=O)CNCc2ccccc2Cl)c2ccccc2N1	-9	-2.7	-7	-3	-3.0	12	3	3	2
NC(=O)c1nsc(C(=O)N(CC(=O)NC2CCCCC2)c2ccc(Cl)cc2)c1N	-16	-1.7	6	-4	-2.6	-8	3	5	-8
CCn1nc(C)c(/C=C2\CCCC3=C2OC(N)=C(C#N)C3c2c(C)nn(CC)c2C)c1C (stereo not drawn)	-9	-0.7	-25	-2	-2.5	/	/	7	/
CCn1c(CCNC(=O)c2ccc(OC)cc2)nnc1SCc1ccc(Cl)c(Cl)c1	-4	2.1	-2	-5	-1.6	-150	4	0	-13
Cc1sc2nc(SCC(=O)N3CCOCC3)[nH]c(=O)c2c1-c1ccccc1	-2	2.1	14	8	-3.1	1	1	2	-2
COC(=O)c1ccc(NC(=O)COC(=O)COc2cccc3c2OC(C)(C)C3)cc1	/	/	/	/	/	2	3	4	-2
COc1ccc(CCNC(=O)CCCc2ccccc2)cc1	4	-1.9	-2	-2	-1.6	15	0	7	-10
COc1ccc(Cl)cc1NC(=O)COC(=O)c1c(-c2ccccc2)noc1C	/	/	/	/	/	11	1	-2	-7
CC(C)CCC(CCNCc1ccccn1)c1ccc(Cl)cc1 (stereo not drawn)	1	-0.8	7	-26	-0.2	-17	5	7	-15
N#Cc1ccc(NC(=O)c2cc(S(=O)(=O)N3CCOCC3)ccc2N2CCCC2)cc1	/	/	/	/	/	5	-4	-2	2
COc1ccc(NC(=O)Cn2nnc3ccccc32)c([N+](=O)[O-])c1	1	-1.4	-2	-2	-3.5	7	2	-1	-5
C=C(C)Cn1c(-c2ccccc2)nc2ccccc21	-2	-3.0	-7	9	-4.5	0	2	0	-3
Cc1ccc(CN2C(=O)CSC2c2cccnc2)cc1 (stereo not drawn)	-1	-1.5	-3	7	-3.2	-22	1	0	-3

Some of the entries so far, with values ahead of the structure.
| SUMO HTRF inh | VIM-2 inhibitor | p-CIP stab down | NS3 helicase inh | IMP-1 inh | CRFBP-R2 block | IDE act | IDE inh | GalR3 antagonist | molecule |
| --- | --- | --- | --- | --- | --- | --- | --- | --- | --- |
| -9 | -0.7 | -25 | -2 | -2.5 | / | / | 7 | / | CCn1nc(C)c(/C=C2\CCCC3=C2OC(N)=C(C#N)C3c2c(C)nn(CC)c2C)c1C (stereo not drawn) |
| -4 | 2.1 | -2 | -5 | -1.6 | -150 | 4 | 0 | -13 | CCn1c(CCNC(=O)c2ccc(OC)cc2)nnc1SCc1ccc(Cl)c(Cl)c1 |

Other compounds follow:
SMILES	SUMO HTRF inh	VIM-2 inhibitor	p-CIP stab down	NS3 helicase inh	IMP-1 inh	CRFBP-R2 block	IDE act	IDE inh	GalR3 antagonist
Cc1ccc(C)c(Nc2nc(-c3ccncc3)nc3ccccc23)c1	14	-2.1	-22	-11	-3.7	-29	1	4	-7
COCCSc1nc2sc3c(c2c(=O)n1-c1ccccc1)CCN(C)C3	-22	-2.2	5	-12	-1.8	-28	-2	4	/
COc1cccc(N2CCN(C(=O)CCNS(=O)(=O)c3ccc4c(c3)c(=O)n(C)c(=O)n4C)CC2)c1	23	1.1	-11	8	-2.4	25	4	-1	-2
CC(=O)N1N=C(c2ccccc2OC(=O)/C=C/c2ccccc2)CC1c1ccccc1 (stereo not drawn)	8	-1.1	-8	-6	-1.5	-5	/	-1	-2
O=C(N/N=C/c1ccncc1)c1cc2c(ccc3ccccc32)o1	-15	1.9	-2	-14	-1.9	0	1	4	-4
CCCN(C(=O)c1ccc(N2CCCC2=O)cc1)C1CCS(=O)(=O)C1 (stereo not drawn)	/	/	/	/	/	13	3	0	-2
CCOc1cc(S(=O)(=O)Nc2ccccc2CC)ccc1Cl	-16	-1.7	0	-11	-3.9	5	6	6	-7
O=C(CNCCc1ccc(F)cc1)Nc1cc(F)ccc1F	14	-2.9	0	-3	-1.4	-1	1	1	-8
O=C(NCc1ccccc1)c1cc(-c2cccs2)on1	5	-2.1	-5	-5	-4.3	-6	0	3	-9
Cc1cc(/C=C(/C#N)C(=O)O)c(C)n1CCC(C)C	11	-1.8	-9	27	-3.5	25	4	0	1
COc1ccccc1N1CCN(C(=O)CSc2nc(C)c(Cc3ccccc3)c(=O)[nH]2)CC1	17	1.2	-3	41*	0.1	3	3	1	-2
Cc1nc2ccccn2c1-c1nnco1	15	1.9	-4	10	0.4	13	4	-8	0
O=C(Nc1ccc(S(=O)(=O)N2C[C@@H]3C[C@@H](C2)c2cccc(=O)n2C3)cc1)c1ccc(F)cc1	/	/	/	/	/	23	-3	4	-1
c1ccc(-c2cc(-c3nnc4sc(-c5ccccn5)nn34)[nH]n2)cc1	-19	6.5	-23	-7	-2.6	-22	-3	0	-5
CON(C)c1nc(OCCNC(=O)OCc2ccc(Cl)cc2C)nc(N(C)C)n1	-35	-1.0	6	4	-1.0	-30	-2	7	-1
Cc1[nH]c2ccccc2c1C(=O)C(=O)NCCCc1ccccc1	-2	-4.0	-31	-1	-3.3	-10	6	4	4
COC(=O)c1ccccc1NC(=O)CCCN1C(=O)C(c2ccccc2)Oc2cccnc21 (stereo not drawn)	/	-1.5	1	-6	-2.5	5	7	5	1
COc1cc(C2C(C(=O)OCCC#N)=C(C)NC3=C2S(=O)(=O)c2ccccc23)cc(OC)c1OC (stereo not drawn)	16	-2.0	9	4	-3.6	-3	0	0	-4
CN(C)/C=N/C(=S)Nc1ccccc1F	21	-3.3	-5	1	-3.7	18	-4	2	-1
COCCNC(=O)NC(=O)CN1CCN(C(c2ccccc2)c2ccccc2)CC1	8	-3.0	-9	-1	-3.1	5	2	0	-6
C=CCn1c(=O)c2c(nc3n2CCCN3Cc2ccccc2)n(C)c1=O	10	-1.9	-12	4	-3.8	-6	0	-5	5
CCOC(=O)c1cc2n(n1)C(C(F)(F)C(F)(F)F)CC(C)N2 (stereo not drawn)	-5	-0.8	3	5	-4.0	8	5	10	3
Cc1ccc(NC(=O)CSCC(=O)NCCc2ccccc2)cc1	1	-1.8	-5	-6	-1.0	-2	5	2	2
O=C1ON=C(c2cccc([N+](=O)[O-])c2)/C1=C/c1ccc(O)cc1	4	1.1	-7	13	-1.5	-30	-4	7	-6
O=C(CCS(=O)(=O)Cc1ccc(Cl)cc1)NCCCN1CCN(c2ccccc2F)CC1	-2	0.1	-2	-7	-0.9	-22	0	-1	-10
O=C(COc1ccccc1Cl)N1CCc2ccccc21	5	-2.0	-12	-3	-1.6	1	2	/	-11
COC(=O)c1ccc(NS(=O)(=O)c2ccc(S(=O)(=O)N3CCOCC3)cc2)cc1	/	/	/	/	/	10	1	-2	-4
C=CCOC(=O)C1=C(C)NC(SCC(N)=O)=C(C#N)C1c1cccs1 (stereo not drawn)	-14	-2.0	-7	0	-2.7	37	-6	8	1
Cc1cc(NC(=O)CN2C(=O)S/C(=C\c3ccccc3)C2=O)no1	5	-0.2	-5	2	-4.4	-22	4	0	-5
N=c1nc(N)nc2n1NC(c1ccc(F)cc1)=CS2	0	0.1	-17	-5	-3.3	-30	4	-4	-8

16 structures from above, arranged by SMILES length, descending.
SMILES	SUMO HTRF inh	VIM-2 inhibitor	p-CIP stab down	NS3 helicase inh	IMP-1 inh	CRFBP-R2 block	IDE act	IDE inh	GalR3 antagonist
O=C(Nc1ccc(S(=O)(=O)N2C[C@@H]3C[C@@H](C2)c2cccc(=O)n2C3)cc1)c1ccc(F)cc1	/	/	/	/	/	23	-3	4	-1
COc1cc(C2C(C(=O)OCCC#N)=C(C)NC3=C2S(=O)(=O)c2ccccc23)cc(OC)c1OC (stereo not drawn)	16	-2.0	9	4	-3.6	-3	0	0	-4
COC(=O)c1ccc(NS(=O)(=O)c2ccc(S(=O)(=O)N3CCOCC3)cc2)cc1	/	/	/	/	/	10	1	-2	-4
O=C(CCS(=O)(=O)Cc1ccc(Cl)cc1)NCCCN1CCN(c2ccccc2F)CC1	-2	0.1	-2	-7	-0.9	-22	0	-1	-10
O=C1ON=C(c2cccc([N+](=O)[O-])c2)/C1=C/c1ccc(O)cc1	4	1.1	-7	13	-1.5	-30	-4	7	-6
CON(C)c1nc(OCCNC(=O)OCc2ccc(Cl)cc2C)nc(N(C)C)n1	-35	-1.0	6	4	-1.0	-30	-2	7	-1
COCCNC(=O)NC(=O)CN1CCN(C(c2ccccc2)c2ccccc2)CC1	8	-3.0	-9	-1	-3.1	5	2	0	-6
C=CCOC(=O)C1=C(C)NC(SCC(N)=O)=C(C#N)C1c1cccs1 (stereo not drawn)	-14	-2.0	-7	0	-2.7	37	-6	8	1
Cc1cc(NC(=O)CN2C(=O)S/C(=C\c3ccccc3)C2=O)no1	5	-0.2	-5	2	-4.4	-22	4	0	-5
CCOC(=O)c1cc2n(n1)C(C(F)(F)C(F)(F)F)CC(C)N2 (stereo not drawn)	-5	-0.8	3	5	-4.0	8	5	10	3
Cc1[nH]c2ccccc2c1C(=O)C(=O)NCCCc1ccccc1	-2	-4.0	-31	-1	-3.3	-10	6	4	4
Cc1ccc(NC(=O)CSCC(=O)NCCc2ccccc2)cc1	1	-1.8	-5	-6	-1.0	-2	5	2	2
N=c1nc(N)nc2n1NC(c1ccc(F)cc1)=CS2	0	0.1	-17	-5	-3.3	-30	4	-4	-8
O=C(COc1ccccc1Cl)N1CCc2ccccc21	5	-2.0	-12	-3	-1.6	1	2	/	-11
CN(C)/C=N/C(=S)Nc1ccccc1F	21	-3.3	-5	1	-3.7	18	-4	2	-1
Cc1nc2ccccn2c1-c1nnco1	15	1.9	-4	10	0.4	13	4	-8	0

Other records follow.
SMILES	SUMO HTRF inh	VIM-2 inhibitor	p-CIP stab down	NS3 helicase inh	IMP-1 inh	CRFBP-R2 block	IDE act	IDE inh	GalR3 antagonist
O=C(CSc1nc2ncc(Br)cc2[nH]1)Nc1ccccc1-c1ccccc1	-5	-1.4	-25	-18	-1.0	-16	8	1	0
COc1ccc(NC(=O)N2CCCC2C(=O)Nc2ccc(C)cc2C)cc1 (stereo not drawn)	9	-6.0	-5	-1	-2.6	-18	2	2	-8
Cc1ccccc1NC(=O)c1cccc(C(F)(F)F)c1	2	1.0	7	-3	-3.5	-8	-1	0	-3
CC1(C)C(=O)C2(C(=O)NCc3ccccc3)CCC1C2 (stereo not drawn)	2	-4.0	8	1	-1.9	-19	-1	2	-3
Cn1cnc([N+](=O)[O-])c1Oc1cccc2ccccc12	1	-3.1	-7	-14	-1.5	19	5	-5	3
CC(=O)N1/C(=C/c2ccc(N(C)C)cc2)C(=O)c2ccccc21	3	-1.0	4	-5	-12	-8	-3	/	-5
Cc1ccc2c(c1)N(C(=O)CCC(=O)NCCCN1CCN(C)CC1)CCO2	13	-2.9	5	-3	-2.1	-38	-5	0	/
